# Assay outcomes: PubChem BioAssay, Sanford-Burnham Center for Chemical Genomics
# EBI2 antag: blocks human EBI2 receptor beta-arrestin signaling; EBI2 beta-arrestin recruitment, luminescence, 7a,25-OHC stimulated; P32249; AID 651636; 360,000 compounds, 0.81% hits; inhibition, % at 5 µM; in the data active = inhibition above about 38%;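 note: enzyme fragment complementation signal reports receptor beta-arrestin coupling in cells; 0% = agonist plus DMSO wells and 100% = wells without agonist; some results beyond the cut were filed as inactive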
# Target sequence (P32249 whole entry, looked up, the tested form may be a part): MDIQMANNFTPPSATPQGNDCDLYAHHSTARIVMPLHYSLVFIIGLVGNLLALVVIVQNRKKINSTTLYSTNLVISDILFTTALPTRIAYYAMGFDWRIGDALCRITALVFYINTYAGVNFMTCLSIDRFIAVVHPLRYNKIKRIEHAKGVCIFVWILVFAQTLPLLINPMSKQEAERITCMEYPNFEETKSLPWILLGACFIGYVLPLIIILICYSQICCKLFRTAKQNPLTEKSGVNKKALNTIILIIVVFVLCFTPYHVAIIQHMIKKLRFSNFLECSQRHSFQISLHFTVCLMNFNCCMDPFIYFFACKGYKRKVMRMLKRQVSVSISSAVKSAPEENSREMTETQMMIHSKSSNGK
# CXCR6 inh: blocks human CXCR6 beta-arrestin recruitment. O00574. CHO-K1 PathHunter CXCR6 beta-arrestin, luminescence. inhibition, % at 20 µM. 360,000 compounds, 0.36% hits. AID 602244; in the data active = inhibition above about 34%, passing the limit was not always enough;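 note: antagonist mode with CXCL16 agonist at 10 nM final; 0% = 10 nM CXCL16 with DMSO and 100% = unstimulated wells without agonist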
# Target sequence (O00574 whole entry, looked up): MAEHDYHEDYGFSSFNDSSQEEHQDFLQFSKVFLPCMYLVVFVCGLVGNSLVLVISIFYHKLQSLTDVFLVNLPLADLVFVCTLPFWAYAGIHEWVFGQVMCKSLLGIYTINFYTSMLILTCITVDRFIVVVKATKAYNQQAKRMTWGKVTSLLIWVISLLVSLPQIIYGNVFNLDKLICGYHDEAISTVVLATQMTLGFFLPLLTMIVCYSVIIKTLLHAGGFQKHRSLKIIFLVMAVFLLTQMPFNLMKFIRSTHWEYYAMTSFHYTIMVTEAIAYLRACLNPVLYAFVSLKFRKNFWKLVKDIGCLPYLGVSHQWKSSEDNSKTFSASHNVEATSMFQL
# Starred values were filed as active, the others as inactive; & = joins results of further samples.
SMILES,EBI2 antag,CXCR6 inh
CCOc1ccc(Cl)cc1-c1cc(C(=O)NCc2ccccc2)[nH]n1,8,5
O=C1NC[C@H](CCCCN2C[C@H](Cc3ccccc3)N(CCC3CCCCC3)C(=O)C2=O)N(CC2CCCCC2)C1=O,1,5
CCOC(=O)C1(C)CCCN1C(=O)c1cc(F)ccc1C (stereo not given),3,-10
Cc1c(C(=O)N2CCN(Cc3nccn3C)CC2)oc2c(F)cccc12,-4,-2
CCCCCCn1c(=O)n2n(c1=O)[C@@H]1CN(S(=O)(=O)c3ccc(C)cc3)C[C@]1(O)[C@@H](OC(=O)NCc1ccccc1F)C2,16,-4
CCN(CC)C(=O)C1=C(C)N(Cc2ccccc2)C(=O)C(CC(=O)NCCCN(C)C)C1 (stereo not given),3,5
CC(C)CSCC1OC(n2cnc3c(N)nccc32)C(O)C1O (stereo not given),-5,-2
CC(=O)Nc1cccc(-c2ccnc3c2CC(C)(C(=O)Nc2ccc(C(C)C)cc2)O3)c1 (stereo not given),9,7
CCCCN1CC(N2CCN(CCN(C)C)CC2)CS1(=O)=O (stereo not given),-9,1
O=C(COC(=O)Cc1c[nH]c2ccccc12)Nc1ccc(Cl)cc1,-5,-1
COCCCN1C(=O)C(CC(=O)NCc2cccc3ccccc23)CC(C(=O)N2CCCCCC2)=C1C (stereo not given),7,0
O=C(Nc1ccnn1C1CCN(C(=O)c2cccnc2)CC1)c1cccc(F)c1,-4,1
CCN(CC)C(=O)C1=C(C)N(CCCOC)C(=O)C(CC(=O)NCC2CCCCC2)C1 (stereo not given),-9,1
COc1ccc(Cl)cc1N(CC(=O)NCc1ccccn1)S(=O)(=O)c1ccc(C)cc1,-5,4
CCCCCC(=O)N1C[C@H](n2cc(C3CC3)nn2)[C@@H](O)C[C@@H]1c1ccccc1,4,2
N#Cc1ccsc1NC(=O)c1ccc2ncsc2c1,0,3
O=C(NCC1CCOCC1)c1cccc2c(-c3cccnc3)coc12,-9,8
Cc1onc(-c2ccccc2)c1NC(=O)OC(C)c1cccnc1 (stereo not given),4,3
O=C1NC[C@H](CCCCN2C[C@H](Cc3ccc(O)cc3)N(CCc3ccccc3)C(=O)C2=O)N(Cc2ccccc2)C1=O,-2,1
CC(=O)c1c(C)[nH]c(C(=O)NCc2ccc(Cl)cc2)c1C,-12,4
CC(=O)Nc1cccc(NS(=O)(=O)c2ccc3c(c2)CCC(=O)N3)c1,-6,-2
Cc1ccccc1OC1(C)CCN(Cc2ccc(-c3ccccn3)cc2)C1 (stereo not given),-31,-6
COc1cc(NC(=O)c2ccc(-c3cn[nH]c3)c3ccoc23)cc(OC)c1OC,6,1
CCOC(=O)C1CN(C(=O)OCC)CC1=NNC(N)=O (stereo not given),-8,0
O=C(Cn1sc2ccccc2c1=O)Nc1ccc(Br)cc1,19,-4
SMILES,EBI2 antag,CXCR6 inh
C[C@H]1CN([C@@H](C)CO)C(=O)CCCn2cc(nn2)CO[C@@H]1CN(C)C(=O)c1ccc(N2CCN(C)CC2)cc1,-6,-3
COc1cc(OC)cc(-c2noc([C@H]3C[C@H](O)[C@@H](CO)O3)n2)c1,-3,-5
Cn1cc(Cc2ccc(C(=O)N3CCCCC3)cn2)c2ccccc21,2,-7
CCc1nc2ccc(C(=O)Nc3cc(-c4ccccc4)ccc3OC)cn2c1N(C)Cc1ccc(Cl)cc1,29,12
COc1ccc(-n2ncc3c(SCC(=O)OC(C)C)ncnc32)cc1,-4,0
COc1ccc(S(=O)(=O)NC(=O)C2(C)CCN2C(=O)Cc2cc(F)ccc2F)cc1 (stereo not given),-6,0
CC1(C(=O)NS(=O)(=O)c2ccc(Cl)s2)CCN1C(=O)c1ccccc1CCc1ccccc1 (stereo not given),-4,-6
Cc1ccc(-c2nc3ccc(Cl)cn3c2Cc2ccccc2C(F)(F)F)cc1,1,8
COc1ccc(C(=O)N2CCCC2(C)C(=O)NCC(C)C)cc1C(F)(F)F (stereo not given),-2,3
COc1ccc(C(C#N)=Cc2ccc(OC)c(OC)c2)cc1,4,5
CC(C)(C)c1ccc(S(=O)(=O)NC(=O)C2(C)CCN2C(=O)Cc2cccc3ccccc23)cc1 (stereo not given),0,0
COc1ccc(C(O)c2nc(-c3cccc(C(=O)O)c3)cs2)cc1 (stereo not given),-9,3
CC(C)CN(C(=O)CSc1nnc(-c2cccs2)n1C1CC1)C1CCS(=O)(=O)C1 (stereo not given),-1,2
C[C@H]1CN([C@@H](C)CO)C(=O)CCCn2nncc2CO[C@@H]1CN(C)Cc1ccc(C(F)(F)F)cc1,1,2
CC(=O)c1cccc(-c2ccnc3c2CC(C(=O)Nc2cccc(NS(C)(=O)=O)c2)O3)c1 (stereo not given),-2,0
FC(F)(F)c1cccc(CC2CN(Cc3ccccc3)Cc3ccccc3N2c2cc(Cl)cc(Cl)c2)c1 (stereo not given),-3,-1
O=C(COC(=O)CCS(=O)(=O)c1ccccc1)NNC(=O)c1ccc([N+](=O)[O-])cc1,-6,-8
Cc1cccc(-n2cnc3cc(C(=O)NCC4CCCO4)ccc32)c1 (stereo not given),-2,-2
CCCCCCn1cc(CN2CC(N3CCN(C4CCN(C)CC4)CC3)CS2(=O)=O)nn1 (stereo not given),-6,-7
NC(Cc1ccc(C(F)(F)F)cc1)c1csc(Nc2ccccn2)n1 (stereo not given),-13,-1
CCCCCCCCN1C(=O)[C@H](CC(=O)NCC2CCCCC2)C[C@@]2(C(=O)OCC)CCCC=C12,11,21
Cc1ccc(CC(C)(O)CC(C)(O)Cc2ccc(C)cc2)cc1 (stereo not given),-1,0
C[C@@H]1CN([C@@H](C)CO)C(=O)CCCn2nncc2CO[C@H]1CN(C)C(=O)Cc1ccccc1,-1,-2
COc1cccc(CNc2nc3cc(-c4ccc(OC)cc4C)sc3c(=O)n2C)c1,2,2
NC(=O)c1cccc(-c2ccnc3c2CC(C(=O)NCC2CC2)O3)c1 (stereo not given),-10,0
SMILES,EBI2 antag,CXCR6 inh
COc1ccc(C(C)=O)c(OCC(=O)NCCC2=CCCCC2)c1,2,-5
CC1(C)CC(NCc2ccccc2)=CC(=S)N1,-5,4
CCCNC(=O)C1(C)CCN(Cc2csc(-c3ccc(Cl)cc3)n2)C1 (stereo not given),11,-2
CC(C)/C=C/C(=O)N1CCC(N2CCC(C(=O)NCC3CCCO3)CC2)CC1 (stereo not given),-6,3
O=c1c2cc([N+](=O)[O-])ccc2sn1-c1ccccc1,2,14
COc1ccc(NC(=O)C2(C)Cc3c(-c4ccc(C(N)=O)cc4)ccnc3O2)cc1 (stereo not given),4,2
COc1ccc(-c2nc3c(C)cc(Br)cn3c2CC(C)(C)C)cc1OC,13,3
COc1ccc(NC(=O)CN2C(=O)C3CC=CCC3C2=O)cc1Cl (stereo not given),-5,6
CC1(C(=O)NS(=O)(=O)c2ccc3ccccc3c2)CCN1C(=O)CC1CCCCC1 (stereo not given),-5,-7
O=C(Nc1ccc2c(c1)OCO2)c1ccc2nc([C@@H]3O[C@H](CO)[C@H](O)[C@H](O)[C@H]3O)[nH]c2c1,-12,4
C=C1C(=O)[C@]23C[C@H]1CCC2[C@]1(C)C(=O)CC[C@@](C)(C(=O)O)C1C[C@@H]3O (stereo not given in full),11,-4
Nc1ccn(CCCNC2CCN(Cc3ccccc3)CC2)c(=O)n1,-6,-1
Cc1ccc(CNC(=O)CSc2nnc(CNC(=O)c3ccc(F)cc3)o2)cc1,-9,2
CCCS(=O)(=O)NC(=O)C1(C)CCN(C(=O)c2ccccc2OC(C)=O)C1 (stereo not given),-6,-2
CCc1nc2ccc(C(=O)N3CCN(S(=O)(=O)CC)CC3)cn2c1N(C=O)CCC(C)C,-8,3
O=Cc1ccc(N2CCN(S(=O)(=O)c3ccc4c(c3)CC(=O)N4)CC2)cc1,0,-1
COc1ccc(C(c2nnnn2-c2ccc3c(c2)OCCO3)N2CCN(C/C=C/c3ccccc3)CC2)cc1 (stereo not given),60*,19
O=NN(C(=O)NCc1cccnc1)C1CCCCC1,2,5
CC(C)CCN1C(=O)c2ccccc2C1c1nnnn1Cc1ccccc1 (stereo not given),8,11
O=C(c1ccccc1)N(C(=O)c1ccccc1)c1ccccc1,-3,-2
Cc1ccc(F)c(S(=O)(=O)NC(=O)C2(C)CCN2C(=O)C/C=C/c2ccccc2)c1 (stereo not given),3,-7
COc1cccc(-c2cnc(C(O)c3ccc(F)cc3)[nH]2)c1 (stereo not given),-2,-4
CC(C)C1C(=O)N(Cc2cn(CC3CCCCC3)nn2)CCS(=O)(=O)N1Cc1ccc(-c2ccc(F)nc2)cc1 (stereo not given),20,5
CCOC(=O)C1=C[C@@H](C(C)(C)C)N(S(=O)(=O)c2ccc(C)cc2)[C@H]1c1ccc(Cl)c(Cl)c1,-2,-1
CCOc1ccc(Cl)cc1-c1cc(C(=O)NCc2cc(C(F)(F)F)cc(C(F)(F)F)c2)[nH]n1,1,-8

# 7 entries already listed, ordered by the number in EBI2 antag, ascending.
SMILES,EBI2 antag,CXCR6 inh
O=C(Nc1ccc2c(c1)OCO2)c1ccc2nc([C@@H]3O[C@H](CO)[C@H](O)[C@H](O)[C@H]3O)[nH]c2c1,-12,4
Cc1ccc(CNC(=O)CSc2nnc(CNC(=O)c3ccc(F)cc3)o2)cc1,-9,2
CC1(C)CC(NCc2ccccc2)=CC(=S)N1,-5,4
O=C(c1ccccc1)N(C(=O)c1ccccc1)c1ccccc1,-3,-2
CCOC(=O)C1=C[C@@H](C(C)(C)C)N(S(=O)(=O)c2ccc(C)cc2)[C@H]1c1ccc(Cl)c(Cl)c1,-2,-1
COc1ccc(C(C)=O)c(OCC(=O)NCCC2=CCCCC2)c1,2,-5
CC(C)C1C(=O)N(Cc2cn(CC3CCCCC3)nn2)CCS(=O)(=O)N1Cc1ccc(-c2ccc(F)nc2)cc1 (stereo not given),20,5

# Further results:
SMILES,EBI2 antag,CXCR6 inh
COC(=O)C[C@H]1C[C@H]2c3cc(NS(=O)(=O)c4ccc(OC)cc4)ccc3O[C@H]2[C@H](CO)O1,-8,-4
CN(C)CCCOc1ccc(-c2cc3nc(NCc4cccnc4)n(C)c(=O)c3s2)cn1,-3,2
Cc1cc(Nc2ccccc2C(=O)O)n2ncnc2n1,3,-2
C[C@@H]1CN([C@@H](C)CO)C(=O)c2c(c3ccccc3n2C)-c2ccccc2CO[C@H]1CN(C)C(=O)C1CC1,-8,9
COc1cc2cc(OC(C)=O)c3cc4c(cc3c2c(OC)c1OC)OCO4,1,-1
COc1cccc(CN2CCC2(C)C(=O)NCCc2ccccn2)c1OC (stereo not given),-9,1
C=CCN(c1ccccc1OC)S(=O)(=O)c1ccc(Cl)c(C(=O)NCc2ccco2)c1,-2,4
O=C(NCc1ccccc1)c1ccc([N+](=O)[O-])cc1,2,-6
Cc1cc(C)n2c(Nc3ccc4c(c3)OCCO4)c(CC(C)C)nc2n1,-19,-7
O=C(c1ccc(C(F)(F)F)cc1)N1CCC(=O)N([C@H](COCc2ccccc2)Cc2ccccc2)CC1,14,1
CN(Cc1cnn(-c2ccc(F)cc2)c1)C(=O)[C@H]1O[C@@H](n2cnc3c(N)ncnc32)[C@H](O)[C@@H]1O,-6,-7
O=C(/C=C/[C@H]1O[C@@H](n2ccc(=O)[nH]c2=O)[C@H](O)[C@@H]1O)N1CCN(CCc2ccccc2)CC1,-2,-6
CC1(C(=O)O)CCCN(C(=O)c2ccc3c(c2)C(C)(C)CCC3(C)C)C1 (stereo not given),0,5
COc1cc(C(C)=O)ccc1OC(=O)N1CCOCC1,-8,-3
N#CC(c1ccccc1)C(CC(=O)c1ccccc1)c1ccccc1 (stereo not given),22,6
O=C(Nc1ccc(Cl)c(C(F)(F)F)c1)C1Cc2c(-c3ccccc3)ccnc2O1 (stereo not given),-7,-2
CCOC(=O)C1(C)CCCN(C(=O)c2ccc3c(c2)OCO3)C1 (stereo not given),-4,-8
Cc1ccc(C(O)c2ncc(-c3cccc(C(F)(F)F)c3)[nH]2)cc1F (stereo not given),6,0
COc1ccccc1-c1ccc2c(c1)C(C)(Cc1ccc(F)c(Cl)c1)C(=O)N2 (stereo not given),20,-1
c1ccc2c(c1)ccn1c(Cc3ccsc3)c(C3CCCCC3)nc21,26,16
CC1Cc2[nH][nH]c(=O)c2C(C2CCCC2)O1 (stereo not given),-1,-6
CC(=O)Nc1cc(-c2ccc(C(=O)N3CCOCC3)cc2)cn2c(-c3ccccc3)cnc12,6,7
O=C(N[C@H](CO)c1ccccc1)[C@H]1O[C@@H](n2ccc(=O)[nH]c2=O)[C@H](O)[C@@H]1O,-3,-18
O=C(C=Cc1ccc2c(c1)OCO2)C1CC1,-9,8
OCCNc1ncnc2c1ncn2[C@H]1CN(Cc2ccc(-c3ccccc3)cc2)C[C@@H](CO)O1,8,-7

# Entries of single compounds as entered above. Values in the order: EBI2 antag	CXCR6 inh
# Results for CC(=O)Nc1cc(-c2ccc(C(=O)N3CCOCC3)cc2)cn2c(-c3ccccc3)cnc12 = 6	7
# Results for O=C(NCc1ccccc1)c1ccc([N+](=O)[O-])cc1 = 2	-6
# Results for N#CC(c1ccccc1)C(CC(=O)c1ccccc1)c1ccccc1 (stereo not given) = 22	6
# Results for OCCNc1ncnc2c1ncn2[C@H]1CN(Cc2ccc(-c3ccccc3)cc2)C[C@@H](CO)O1 = 8	-7

# Going on with the list:
SMILES,EBI2 antag,CXCR6 inh
COc1ccc(S(=O)(=O)NC(=O)C2(C)CCN2C(=O)C2CC2)cc1 (stereo not given),-4,5
COc1ccc(C2CC=C(C(C)=O)CN2S(=O)(=O)c2ccc(Cl)cc2)cc1 (stereo not given),6&-5,-6&1
CC1=C(C(=O)N2CCCCCC2)CC(CC(=O)NCCc2ccccn2)C(=O)N1Cc1ccc(F)cc1 (stereo not given),-10,6
COc1cccc(-c2cnc(C(O)c3ccccc3OC)[nH]2)c1 (stereo not given),-3,-11
CCOc1ccc(C2C3=C(CC(C)(C)CC3=O)N(CCCOC)C3=C2C(=O)CC(C)(C)C3)cc1OC,-3,5
CCN(c1ccccc1)S(=O)(=O)c1cccc(C(=O)Nc2cccc(C)n2)c1,16,6

# Only part of the results is shown (hit frequency here may not be typical).
